Mdm2 ligase inh: blocks human Mdm2 ubiquitin ligase activity; Q00987; cell-based MDM2 ubiquitination luciferase reporter, 2 h; 0 = plate control, 100 = twice control, blank-subtracted; signal enhancement, % at 5 µM; hit rate 0.11% among 210,000; AID 1230;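 active means signal enhancement of 30% or more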;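 further: luminescence tracks abundance of the self-degrading MDM2-luciferase fusion protein; higher signal means inhibition of MDM2 E3 ligase activity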
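Timing – 2 h compound exposure at 37 °C · Assay system – mammalian cells stably expressing self-ubiquitinating, self-degrading MDM2 E3–luciferase fusion · Amount – 2000 cells seeded into each well · Measure – % luminescence enhancement versus blank-corrected plate control mean · Measured by – SteadyLite luminescence, 15 min reagent step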
Runt-CBFb FRET: blocks binding of human RUNX1 Runt domain to CBFb; AID 1496; hit rate 0.46% among 220,000; Cerulean-Runt/Venus-CBFb FRET ratio 530/480, 1 h; inhibition, % at 20 µM;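 active means inhibition over about 50% at 20 µM in the single-dose screen, limit read from the data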;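 further: 0% = DMSO wells and 100% = excess unlabeled CBFb competitor control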
Target sequence (Q01196 whole entry, looked up, the tested form may be a part): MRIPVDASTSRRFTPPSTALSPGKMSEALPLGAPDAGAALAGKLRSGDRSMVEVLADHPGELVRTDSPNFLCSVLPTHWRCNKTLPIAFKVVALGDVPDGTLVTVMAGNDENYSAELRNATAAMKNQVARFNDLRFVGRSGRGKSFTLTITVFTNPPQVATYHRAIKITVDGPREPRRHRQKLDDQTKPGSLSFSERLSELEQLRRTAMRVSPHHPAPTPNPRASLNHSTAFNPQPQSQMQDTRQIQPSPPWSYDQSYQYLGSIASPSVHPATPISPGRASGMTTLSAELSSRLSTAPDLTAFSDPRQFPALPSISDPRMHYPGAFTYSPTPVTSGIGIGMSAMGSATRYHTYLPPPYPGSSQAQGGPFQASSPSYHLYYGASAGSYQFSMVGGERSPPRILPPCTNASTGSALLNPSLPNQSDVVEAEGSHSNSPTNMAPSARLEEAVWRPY
Target sequence (Q13951 whole entry, looked up, the tested form may be a part): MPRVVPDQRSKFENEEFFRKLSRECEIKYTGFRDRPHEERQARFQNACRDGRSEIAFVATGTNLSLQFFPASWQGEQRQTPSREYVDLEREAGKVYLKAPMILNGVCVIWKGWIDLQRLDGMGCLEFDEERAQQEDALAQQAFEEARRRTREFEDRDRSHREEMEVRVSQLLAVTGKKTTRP
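Reagent – Venus-CBFb binding partner, 100 nM · Assay system – Cerulean-tagged RUNX1 Runt domain (FRET donor) fusion protein · Input – 100 nM per protein · Incubation – two 1 h room-temperature incubations shielded from light · Measured by – FRET fluorescence · Medium – Tris buffer pH 7.5 with salts and BSA · Benchmarks – unlabeled CBFb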
TbHK1 inh: blocks Trypanosoma brucei hexokinase 1 activity; hit rate 0.11% among 220,000; inhibition, % at 10 µM; recombinant TbHK1, G6PDH-coupled NADH A340; AID 1430;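 active means inhibition of 50% or more in the single-dose primary screen; inactive means inhibition below 50%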
Hck Nef HTS: inhibitors of human Hck kinase activated by Nef | P08631 | Recombinant Hck-YEEI plus Nef, Z-Lyte FRET kinase assay | inhibition, % at 20 µM | hit rate 0.68% among 220,000;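 active means Hck-Nef kinase inhibition above about 50%, limit read from the data; inactive means inhibition below that limit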;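 further: 0% = DMSO with Hck plus Nef and 100% = Hck alone without Nef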
zVAD death inh: blocks zVAD induced death of L929 cells. L929 zVAD necroptosis rescue, ATP luminescence, 24 h; with zVAD 60 µM. viability rescue, % at 10 µM. hit rate 0.38% among 220,000. AID 1377;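 active means activation, scaled between plate controls, above about 75%, limit read from the data; inactive means activation under that limit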;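 further: 0% = zVAD with DMSO and 100% = DMSO alone without zVAD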
14-3-3 Bad inh: disrupts binding of bovine 14-3-3 zeta to phospho-Bad peptide; P63103; TR-FRET 14-3-3zeta/Dy647-pBad peptide displacement, 1 h; inhibition, % at 21.7 µM; hit rate 0.71% among 220,000; AID 781;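 active means inhibition above about 70%, limit read from the data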;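 further: 0% = full 14-3-3 plus peptide FRET controls and 100% = background without 14-3-3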
p47phox inh: p47phox (human) inhibition; p47phox/p22phox peptide binding, fluorescence polarization, 2 h; inhibition, % at 24.7 µM; hit rate 0.53% among 220,000; AID 1274;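 active means inhibition above about 30%, limit read from the data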;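 further: 0% = p47phox with labelled peptide and 100% = labelled peptide alone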
Runt-SMMHC FRET: blocks binding of human RUNX1 Runt domain to CBFb-SMMHC; Q01196+Q13951; Cerulean-Runt/Venus-CBFb-SMMHC FRET ratio 530/480, 1 h; inhibition, % at 20 µM; hit rate 0.74% among 220,000; AID 1434;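 active means mean inhibition across duplicate retests at 20 µM reaching about 50%, limit read from the data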;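 further: 0% = DMSO wells and 100% = wells with excess untagged CBFb-SMMHC; inhibitors lower the FRET ratio by blocking Runt binding to CBFb-SMMHC; some results filed as inactive read as strong as hits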
EBV gp42 inh: blocks Epstein-Barr virus glycoprotein 42 binding; Q1HVG2; Fluorescence polarization binding assay, mP read-out; inhibition, % (tested at 21.74 µM); hit rate 0.42% among 220,000; AID 1085; in the data active means inhibition above about 50%
Target sequence (Q1HVG2 whole entry, looked up): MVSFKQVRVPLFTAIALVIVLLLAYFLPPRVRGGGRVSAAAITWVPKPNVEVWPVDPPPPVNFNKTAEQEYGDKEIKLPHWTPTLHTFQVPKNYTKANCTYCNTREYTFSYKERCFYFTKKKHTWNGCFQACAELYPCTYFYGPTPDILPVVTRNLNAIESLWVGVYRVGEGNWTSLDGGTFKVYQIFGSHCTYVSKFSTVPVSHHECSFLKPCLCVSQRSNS
An asterisk follows results filed as active; · = no result given; [ ] = another dose, or the depositor's remark.

SMILES	Mdm2 ligase inh	Runt-CBFb FRET	TbHK1 inh	Hck Nef HTS	zVAD death inh	14-3-3 Bad inh	p47phox inh	Runt-SMMHC FRET	EBV gp42 inh
CS(=O)(=O)N(CC(=O)NC1CCCCC1)c1cccc(Cl)c1	-5.6	1.4	16.6	7.1	0.0	0.0[fluorescence artefact?]	-11.4	-5.5	6.8
O=C(CN1C(=O)c2ccccc2C1=O)Nc1cccc2cccnc12	-12.2	1.1	-2.8	-0.4	1.7	1.3	-3.4	-0.5	-5.8
O=C(CN1C(=O)CCC1=O)Nc1nc(-c2cccs2)cs1	2.3	-0.6	-2.1	-11.9	0.5	-2.6	-7.6	6.2	-1.9
CCOC(=O)c1cnc2ccc(C(=O)OC)cc2c1NCCc1ccc(OC)c(OC)c1	-0.4	-1.5	-17.8	2.1	1.0	-20.1	2.3	-7.7	-7.4
O=C(Nc1ccc(Cl)cc1)N1CCCN(Cc2ccc(F)cc2)C1	-13.1	0.8	-0.8	-1.5	6.5	·	-4.1	-0.2	-8.9
O=C(O)c1cc(-c2ccco2)nc2ccccc12	-10.1	17.3	-37.9	9.9	0.7	11.7	-12.0	15.0	-18.9
O=C(CCCCCNC(=O)c1ccccc1)N/N=C/c1ccc(F)cc1	-3.8	-0.1	-0.1	-24.8	1.7	-10.0	-1.8	1.2	-2.6
CN(C)C(C)(C)C#CCC(c1ccccc1)c1ccccc1	11.2	1.4	12.9	6.8	0.3	5.9[fluorescence artefact?]	-6.0	-4.1	0.4
CCOC(=O)CC1C(=O)NCCN1c1nc2c(C)cccn2c(=O)c1/C=C1\SC(=S)N(CC(C)C)C1=O (configuration not stated)	-68.8	-100.1	-16.6	13.0	2.1	1.9	-62.4	-298.0	34.3
CCn1c(SCc2nc3ccccc3c(=O)[nH]2)nnc1-c1ccncc1	-3.3	1.7	4.5	0.3	0.3	-8.0	-23.2	2.9	-19.2
O=C(O)c1cccc(-n2nnnc2SCc2ccccc2Cl)c1	5.9	-1.5	-8.5	4.1	0.8	-8.0	6.2	0.1	-11.0
CC(NCCC(c1ccccc1)c1ccccc1)c1ccccc1 (configuration not stated)	·	-0.9	12.8	-2.9	10.2	4.2	-7.6	5.1	-11.2
CO/N=C/c1cccn1-c1nccc(OC)c1C#N	-6.9	0.4	-3.2	-2.0	0.7	-7.4	3.9	-0.4	-8.3
O=C(Nc1ccc2c(c1)OCO2)C1CCCCN1S(=O)(=O)c1ccccc1 (configuration not stated)	-6.4	0.7	-1.2	-0.9	-1.2	-6.4[fluorescence artefact?]	-5.7	2.0	-16.2
Cc1ccc(NC(=O)CC2C(=O)OCC3CCCCN32)cc1Cl (configuration not stated)	2.7	-0.2	-7.3	0.1	1.0	-20.6	-9.4	7.3	-1.0
COc1cccc(-c2nc(C=O)cs2)c1	-0.2	-1.5	-2.2	18.3	-0.7	0.7	-1.2	-6.0	-15.4
COc1cccc2cc(/C(C)=N/Nc3nc(-c4cc(C)ccc4C)cs3)c(=O)oc12	-31.6	0.7	-13.7	-0.1	-0.3	-8.0	-73.3	-5.6	-29.9
O=C(COc1cccc2c1CCN(Cc1ccccc1)C2=O)NCc1ccco1	-11.0	-1.7	-2.3	0.8	-0.4	2.4	-16.2	4.9	-14.2
Cc1sc2ncnc(SCC(=O)c3cccs3)c2c1C	5.9	-0.1	-4.5	1.2	-0.1	-4.3[fluorescence artefact?]	-21.7	2.6	-16.2
O=C(c1cc([N+](=O)[O-])cc([N+](=O)[O-])c1)N1CCCc2ccccc21	-10.4	-0.6	6.7	8.2	-1.8	-4.4	8.0	4.5	2.4
Cn1c(SCC(=O)Nc2nccs2)nnc1-c1ccco1	2.5	0.5	3.5	13.4	0.1	-5.1	7.0	0.3	-8.6
COc1nc2ccccc2c(=O)n1OCC(C)C	-8.7	-1.7	3.8	0.7	1.3	-0.4	-14.7	-1.1	-12.3
Oc1ccc(C[C@@H]2CNC(=S)N2CCc2cc(C(F)(F)F)cc(C(F)(F)F)c2)cc1	18.9	-0.4	4.7	26.8	0.3	-6.7	5.3	0.8	-7.1
COc1ccc(-c2coc3cc(O)ccc3c2=O)cc1OC	-23.0	0.1	-25.6	1.7	1.1	-13.4	4.7	-50.2	-9.2
Cc1[nH]c2ccccc2c1CN1CCc2ccccc2C1	-11.8	-1.8	-4.3	0.6	6.3	54.6	-23.6	-5.5	-8.9
Further entries follow:
SMILES	Mdm2 ligase inh	Runt-CBFb FRET	TbHK1 inh	Hck Nef HTS	zVAD death inh	14-3-3 Bad inh	p47phox inh	Runt-SMMHC FRET	EBV gp42 inh
C=CCSC1=N/C(=C\c2cc(OCC)c(OC(C)=O)c([N+](=O)[O-])c2)C(=O)S1	-3.1	12.5	18.2	83.5*	0.5	9.5[fluorescence artefact?]	-10.8	-2.1	5.9
Cc1ccc(C(=O)N/C(=C\c2ccc(-c3cc(Cl)ccc3Cl)o2)C(=O)NCc2cccnc2)cc1	-18.0	·	-39.1	3.0	0.0	-10.5	-8.6	-16.4	-10.5
CC(=O)Cc1nsc(NC(=O)c2ccco2)n1	-19.6	-6.0	-18.5	-1.3	0.2	-9.9	-6.5	-1.2	-10.1
CC[n+]1c(/C=C/c2c[nH]c3ccccc23)ccc2cc(C)ccc21	-36.0	-125.6	7.8	6.2	-1.6	-19.4	-167.8	-397.2	-204.9
CC1CN(C(=O)CN2C(=O)c3ccccc3S2(=O)=O)CC(C)O1 (configuration not stated)	8.6	-2.5	-7.3	-0.9	0.4	-4.2	-9.1	0.3	-17.8
Cc1ccc(C)c(NS(=O)(=O)c2cc(C(=O)Nc3ccccc3-c3ccccc3)ccc2C)c1	-13.1	·	1.6	-1.3	0.0	16.8	-0.8	2.8	5.3
COc1ccc(/C=C(\C#N)C(=O)OCC(=O)Nc2c(C)cccc2C(C)C)cc1	·	-0.2	-7.0	3.2	0.9	-2.0[fluorescence artefact?]	-12.9	0.0	-10.9
COc1ccc([N+](=O)[O-])cc1N(CC(O)CN(CC(C)C)CC(C)C)S(=O)(=O)c1ccc(C)cc1 (configuration not stated)	-19.4	-4.6	-1.9	1.6	-0.8	-0.1	-5.6	-3.6	-3.8
Cc1cccc(C)c1NC(=O)NCc1ccco1	·	-0.5	5.0	24.3	0.3	4.1	-3.3	-3.7	-4.7
CCCCNC(=O)N1CCOCCOCCN(C(=O)NCCCC)CCOCCOCC1	-4.1	-1.0	5.1	-1.2	0.7	10.3[fluorescence artefact?]	-3.5	-3.4	-8.6
CC1(C)Cc2c(sc3c2c(=N)n(Cc2ccco2)c(=O)n3CC(=O)Nc2ccccc2)CO1	-14.2	-1.8	-5.1	0.2	0.3	-15.6	-19.2	0.1	-0.7
COc1ccc(C=C2C(=O)c3ccccc3C2=O)cc1O	-10.0	-0.1	-7.9	104.5*	2.4	-1.5	-0.1	-0.4	6.6
CCOc1ccc(-n2nnnc2-c2nc3ccccc3s2)cc1	-50.4	-1.3	-7.4	2.1	-0.7	-6.0	-21.1	5.8	-9.3
Cc1nn(-c2nc3ccccc3s2)c(N)c1-c1ccc(Cl)cc1	2.6	-2.0	1.3	2.8	0.4	4.2[fluorescence artefact?]	-4.0	-3.5	-7.0
Cc1nn(Cc2ccc(C(=O)Nc3ccc(C(=O)OC(C)C)cc3)o2)c(C)c1Cl	-23.4	0.9	-6.9	8.2	-0.4	-0.8[fluorescence artefact?]	-15.8	0.9	-0.3
Cc1cc(C)c2nc(-c3ccccn3)cc(C(=O)NCc3cc(C)n(C)n3)c2c1	-22.3	-1.4	-4.3	-14.9	4.0	-9.8	-10.7	-3.6	4.1
COc1cc(OC)c(OC)cc1CN1CCN(c2ccc(F)cc2)CC1	-2.6	0.2	6.8	12.1	-0.2	24.4	-1.8	1.2	2.8
O=S(=O)([N-]c1nc2ccccc2nc1-n1cc[n+](Cc2ccccc2)c1)c1ccc(Br)cc1	-4.3	11.7	-15.3	18.2	1.2	6.4	-39.7	24.7	-48.4
CSCCC(NC(=O)c1ccco1)C(=O)NCc1ccc(F)cc1 (configuration not stated)	-12.1	1.3	-2.3	2.4	-0.9	-12.6[fluorescence artefact?]	-16.9	-3.0	-17.5
COC(=O)CCC(=O)NC(=S)Nc1ccccc1F	·	0.1	0.1	11.2	0.9	-2.3	-6.0	1.3	-0.1
COC(=O)c1ccc(NC(=O)CN2CCCC2)cc1	-9.3	-0.1	-11.5	0.3	0.2	24.8	-0.3	-1.6	-20.6
O=C(c1cnc2n(c1=O)CCS2)N1CCN(C(c2ccccc2)c2ccc(Cl)cc2)CC1 (configuration not stated)	0.4	-17.7	-9.6	7.8	-0.5	-0.5	-3.5	-3.7	-9.7
CCn1c(Cc2ccccc2)nnc1SCC(=O)NC1CC1	7.7	-0.6	1.2	12.6	-0.2	-0.2	4.9	1.2	-9.6
CCOC(=O)c1c(C)oc2c1C(=O)c1ccccc1C2=O	·	9.5	-2.5	9.4	9.0	2.7	-7.0	3.2	-9.0
COc1ccc(N/C(N)=N/c2nc(CSc3ccc(C)cc3)cc(=O)[nH]2)cc1	-19.4	-0.5	0.7	5.6	2.2	11.7	-10.3	-0.6	-3.5

Random excerpt: two compounds from above, in no set order.
SMILES	Mdm2 ligase inh	Runt-CBFb FRET	TbHK1 inh	Hck Nef HTS	zVAD death inh	14-3-3 Bad inh	p47phox inh	Runt-SMMHC FRET	EBV gp42 inh
O=S(=O)([N-]c1nc2ccccc2nc1-n1cc[n+](Cc2ccccc2)c1)c1ccc(Br)cc1	-4.3	11.7	-15.3	18.2	1.2	6.4	-39.7	24.7	-48.4
COc1cc(OC)c(OC)cc1CN1CCN(c2ccc(F)cc2)CC1	-2.6	0.2	6.8	12.1	-0.2	24.4	-1.8	1.2	2.8

(listing goes on)
SMILES	Mdm2 ligase inh	Runt-CBFb FRET	TbHK1 inh	Hck Nef HTS	zVAD death inh	14-3-3 Bad inh	p47phox inh	Runt-SMMHC FRET	EBV gp42 inh
COc1ccc(/C=C/C(=O)O)cc1S(=O)(=O)NCc1ccccc1	-2.1	0.2	4.7	13.6	0.0	-1.7	-8.0	-1.3	2.2
CCOC(=O)c1sc2nc(CSc3ccccc3)nc(N3CCC(C(N)=O)CC3)c2c1C	-10.0	-10.1	-14.4	34.3	2.7	-12.0	-15.8	-4.0	-7.9
Clc1ccc(Cn2nnc(-c3ccc(CN4CCOCC4)cc3)n2)cc1	-9.5	-4.7	-1.6	0.1	-0.6	-4.8	-6.8	-7.0	-0.1
Cc1ccc(C2NC(=O)c3c(sc4c3CCN(C)C4)N2)o1 (configuration not stated)	-12.5	88.0*	-17.3	1.5	1.3	7.7[fluorescence artefact?]	-5.8	71.7*	-5.3
O=C(CSc1ncnc2sc3c(c12)CCCCC3)NCc1ccco1	-35.8	2.1	5.9	-0.5	1.2	5.7	-0.1	1.0	-7.3
O=C(c1ccccc1SCc1ccccc1)N1CCCCCC1	11.2	-2.5	-1.4	6.0	-0.2	0.5	-2.6	-0.1	-0.2
O=C(CNC(=O)c1ccco1)Nc1cc(Cl)ccc1N1CCOCC1	6.3	-1.2	4.4	-0.9	-0.3	-2.1	-7.1	1.7	-3.0
COc1ccc(NC(=O)CN2CCN(C3c4ccccc4-c4ccccc43)CC2)cc1	-48.0	-6.1	-9.3	1.9	1.9	-0.7[fluorescence artefact?]	-17.2	-5.6	13.9
O=c1[nH]c2ccccc2n2cnnc12	-9.7	-0.2	-1.0	23.9	1.4	2.5	-8.0	-0.8	4.5
